# Source: PubChem
# IDH1 R132H inh = qHTS for Inhibitors of mutant isocitrate dehydrogenase 1 (IDH1): qHTS; Isocitrate dehydrogenase [NADP] cytoplasmic (Homo sapiens), O75874; IDH1-R132H enzyme, NADPH consumption, diaphorase/resazurin fluorescence; Potency, µM (highest dose often 76.6 µM), for inactives: at the top dose activity change, negative = inhibition, most hits filed as inhibitors; actives 0.093% (n = 390,000); also: potency is read from the fitted curve at half-maximal effect; % is scaled to controls: 0 for no effect and ±100 for the full control effect; nearly all actives have a fitted effect of over 65% in size
#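 IDH1-R132H (0.5 ug/mL) preincubated 30 min with compound, then NADPH (0.016 mM) and alpha-KG (2 mM) added; 80 min at RT, pH 7.5. Remaining NADPH coupled via diaphorase/resazurin to fluorescence (540/590 nm); concentration-response curves normalized to no-enzyme control.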
# USP1-UAF1 inh = Inhibitors of USP1/UAF1: Primary Screen; Ubiquitin carboxyl-terminal hydrolase 1 (Homo sapiens), O94782; recombinant USP1/UAF1, Ub-Rhodamine cleavage fluorescence; Potency, µM (titrated, usually from 57.1 µM), without a hit: top-dose activity change, negative = inhibition, hits mostly inhibitors; actives 0.23% (n = 390,000); AID 743255, 2014; also: potency is read from the fitted curve at half-maximal effect; % is scaled to controls: 0 for no effect and ±100 for the full control effect; nearly all actives have a fitted effect of over 60% in size; inactives centre near -12
# Target sequence (O94782 whole entry, looked up): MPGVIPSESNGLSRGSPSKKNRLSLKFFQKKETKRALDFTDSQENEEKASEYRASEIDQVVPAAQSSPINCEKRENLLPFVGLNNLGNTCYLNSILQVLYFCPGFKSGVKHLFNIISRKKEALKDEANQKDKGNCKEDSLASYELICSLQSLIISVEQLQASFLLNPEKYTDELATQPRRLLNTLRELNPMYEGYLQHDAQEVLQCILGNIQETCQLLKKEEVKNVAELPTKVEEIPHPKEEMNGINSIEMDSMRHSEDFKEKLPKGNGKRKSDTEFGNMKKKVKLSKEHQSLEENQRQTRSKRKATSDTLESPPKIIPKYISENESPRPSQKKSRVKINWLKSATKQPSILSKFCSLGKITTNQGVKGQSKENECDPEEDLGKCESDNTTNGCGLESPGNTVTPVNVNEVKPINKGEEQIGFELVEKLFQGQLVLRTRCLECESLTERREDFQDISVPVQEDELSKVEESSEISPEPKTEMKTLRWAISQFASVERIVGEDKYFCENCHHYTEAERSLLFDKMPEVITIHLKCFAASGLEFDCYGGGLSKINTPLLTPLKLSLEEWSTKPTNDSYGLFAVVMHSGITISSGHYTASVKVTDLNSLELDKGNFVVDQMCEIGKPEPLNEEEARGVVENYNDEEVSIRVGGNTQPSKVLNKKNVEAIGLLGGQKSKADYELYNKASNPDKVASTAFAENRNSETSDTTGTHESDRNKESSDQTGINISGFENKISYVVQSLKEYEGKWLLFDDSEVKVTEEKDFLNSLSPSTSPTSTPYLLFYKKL
#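 High-throughput fluorogenic screen: 1nM USP1/UAF1 complex, Ub-Rho substrate 150nM final, 50mM HEPES pH 7.8 with 0.5mM EDTA, 0.1 mg/ml BSA, 1mM TCEP and 0.01% Tween-20.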
# D2 agonist = HTS Assay for Allosteric Agonists of the Human D2 Dopamine Receptor: Primary Screen for Agonists | HEK293 T-REx D2 cells, calcium flux agonist mode | activation, % at 2 µM | actives 0.53% (n = 340,000);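 active = activation over 3 SD above normal in the single-dose calcium agonist read, cut at about 30% in these data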; also: 0% is about no effect
#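 Agonism is scored from calcium flux in a force-coupled, inducible HEK293 cell line expressing D2, read kinetically for 180 s after compound addition against dopamine controls.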
# PI4K2A inh = qHTS for small molecular inhibitors of PI4K2A; Phosphatidylinositol 4-kinase type 2-alpha (Homo sapiens), Q9BTU6; purified PI4K2A, ADP-Glo luminescence, 1 h; hits give low values; activity change, negative = inhibition, % at 76.9 µM; actives 0.13% (n = 420,000); AID 1346378, 2018; in the data active = activity change below about -50%;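 also: -100% = wells without enzyme as full effect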
#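 In this quantitative HTS, ADP production by PI4K2A was quantified luminescently after 1 h at ambient temperature; 100 microM adenosine served as plate-quality control.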
# TrxR1 inh = qHTS Assay for Inhibitors of Mammalian Selenoprotein Thioredoxin Reductase 1 (TrxR1): qHTS | actives 1% (n = 390,000) | Potency, µM (highest dose often 114 µM), for the others: at the highest dose activity change, negative = inhibition, usual class: inhibitors | Thioredoxin reductase 1, cytoplasmic (Rattus norvegicus), O89049 | AID 588453, 2011 | recombinant rTrxR1, NADPH fluorescence consumption, selenite substrate; also: potency is read from the fitted curve at half-maximal effect; % is scaled to controls: 0 for no effect and ±100 for the full control effect; nearly all actives have a fitted effect of over 65% in size
#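 Rat TrxR1 (90 nM in the dispensed reagent) was pre-reduced with 400 uM NADPH for 5 min at room temperature, then incubated with compound for 15 min. After 400 uM selenite was added, NADPH fluorescence (Ex 340/Em 450 nm) was followed for 8 min.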
# TRHR enhancer = qHTS for Small Molecule Agonists and Allosteric Enhancers of Human TRH Receptor: Primary Screen for Enhancers | Thyrotropin-releasing hormone receptor (Homo sapiens), P34981 | TRHR cells, fluo-8 calcium fluorescence, EC20 TRH enhancement | enhancement, % at 2 µM | actives 0.66% (n = 360,000); in the data active = enhancement above about 30%; also: 0% is about no effect
#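 TRHR-expressing cells loaded with fluo-8 calcium dye were read kinetically (ex 480/em 530) during compound addition, then stimulated with an EC20 of TRH (10 nM final). Enhancement of the Gq-mediated intracellular calcium response was scored.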
# TRHR agonist = qHTS for Small Molecule Agonists and Allosteric Enhancers of Human TRH Receptor: Primary Screen for Agonists. TRHR cells, calcium flux fluo-8, FDSS agonist mode. activation, % at 2 µM. actives 0.18% (n = 360,000); in the data active = activation above about 30%; also: 0% is about no effect
#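 TRHR-expressing cells, plated overnight in medium with 10% serum, were loaded with fluo-8 calcium dye at room temperature. After a 10 s baseline, library compound was pin-added and calcium release was recorded kinetically (ex 480/em 530) as agonist response.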
# D2 antag = HTS Assay for Allosteric Antagonists of the Human D2 Dopamine Receptor: Primary Screen for Antagonists | D(2) dopamine receptor (Homo sapiens), P14416 | HEK293 TREx D2 cells, calcium flux, dopamine EC80 | inhibition, % at 10 µM | actives 2% (n = 340,000); in the data active = inhibition above about 30%; also: 0% is about no effect
#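 In this primary screen, negative modulation is detected by tracking calcium flux after an EC80 dopamine challenge in inducible HEK293 T-REx D2 cells preexposed to test compound for 180 s.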
# TrxR1 substrate = qHTS Assay for Substrates of Mammalian Selenoprotein Thioredoxin Reductase 1 (TrxR1): qHTS. purified TrxR1 substrate turnover, NADPH consumption readout. AID 588456, 2011. Thioredoxin reductase 1, cytoplasmic (Rattus norvegicus), O89049. actives 0.01% (n = 390,000). Potency, µM (titrated, usually from 114 µM), for inactives: at the top dose activity change, negative = substrate turnover; also: potency is read from the fitted curve at half-maximal effect; % is scaled to controls: 0 for no effect and ±100 for the full control effect; nearly all actives have a fitted effect of over 50% in size
#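 Rat TrxR1, dispensed at 90 nM, was prereduced with 400 uM NADPH (final) for 5 min at ~22 deg C, then incubated with compound 15 min before 400 uM selenite. A first-read NADPH fluorescence drop versus no-compound background flagged substrates.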
# Numbers without * were called inactive; nt = no result given; [ ] = dose if it differs, or a comment. Unless noted, calls follow the shape of the dose curve; as a rule, active = well fitted inhibition curve with a large enough effect; inconclusive = small, poorly fitted or top-dose-only effect; inactive = no such curve, though single readings can be large or run the other way. This is a random part of the collection. About 3.9% of those tested had a hit in this group.
1) Cc1ccc(-c2csc(/C(C#N)=C/Nc3ccccc3SC(F)(F)F)n2)cc1
2) COc1ccc(-c2c(C)oc3cc(O)cc(O)c3c2=O)cc1OC
3) Cc1ccc(-n2c(=S)sc3c(=O)n(-c4ccccc4C)c(SCC(=O)O)nc32)cc1C
4) O=C(CSc1nnc(-c2ccncc2)n1Cc1ccco1)Nc1ccccc1Cl
5) N#CCCN(Cc1cccnc1)C(=S)NCc1ccco1
6) CCC(=O)NC(=S)Nc1ccc(NC(=O)c2ccc([N+](=O)[O-])cc2)cc1
7) Nc1nnnn1/N=C/c1ccccc1
8) COCCCN(C(=O)c1cc2c(s1)CCC2)c1c(N)n(Cc2ccccc2)c(=O)[nH]c1=O

compound no.,1,2,3,4,5,6,7,8
IDH1 R132H inh,1%,-5%,0%,-9%,-7%,3%,15%,-8%
USP1-UAF1 inh,-20%,-26%,-18%,-14%,-23%,-19%,-38%,-10%
D2 agonist,-0.2,1.1,-0.2,1.3,-0.2,0.5,1.1,-0.5
PI4K2A inh,-1,-4,2,6,9,-4,-6,-5
TrxR1 inh,18%,-6%,5%,17%[57.1 µM],0%,-8%,18%[57.1 µM],-13%
TRHR enhancer,22,3,-10,2,1,3,-7,1
TRHR agonist,0.4,0.3,0.6,-1.6,0.6,1.3,0.4,-1.0
D2 antag,-2,-7,4,-1,1,-5,-2,3
TrxR1 substrate,3%,2%,-10%,8%[57.1 µM],-4%,-9%,2%,-10%

9) Nc1nn2cc(-c3ccc(Br)cc3)nc2c2ccccc12
10) CN(Cc1c(C(=O)N/N=C/c2cccc(O)c2)nnn1-c1nonc1N)C1CCCCC1
11) Cc1ccccc1N1CC(C(=O)Nc2nnc(SCc3ccccn3)s2)CC1=O (stereo not given)
12) COc1ccccc1NC(=O)Nc1ccc(NC(=O)c2ccccc2O)cc1
13) CC(C)Oc1ccc(CNC(=O)c2cnc3sc(N4CCCC4)nn3c2=O)cc1
14) CCN(CC)CCCn1c(=S)[nH]c2cc(Cl)ccc2c1=O
15) O=C(CN1C(=O)NC2(CCOc3ccccc32)C1=O)c1ccc(Cl)s1 (stereo not given)
16) CCc1cc(C(=O)OC)c(NC(=O)CSc2nccn2C)s1

compound no.,9,10,11,12,13,14,15,16
IDH1 R132H inh,4%,3%,-8%,7%,-4%,1%,0%,5%
USP1-UAF1 inh,-16%,-13%,-13%,2%,2%,-4%,-15%,-8%
D2 agonist,-0.3,0.2,-0.1,-1.2,2.5,-0.5,0.5,0.5
PI4K2A inh,-3,-4,-6,0,-4,-4,-3,2
TrxR1 inh,-11%,17%,-1%,6%,-3%[57.1 µM],11%,-4%,-11%
TRHR enhancer,-3,4,2,-2,-4,-8,7,-7
TRHR agonist,-0.6,0.5,0.1,-0.6,-0.2,0.9,1.3,0.1
D2 antag,-23,-13,26,2,nt,13,-3,20
TrxR1 substrate,72%[activator],-1%,0%,-4%,11%[57.1 µM],0%,-1%,-6%

17) O=C(NCC(c1ccc2c(c1)OCO2)N1CCN(c2ccccc2)CC1)C(=O)Nc1ccccc1F (stereo not given)
18) CC(C)C(=O)Nc1ccc(C(=O)CN2C(=O)NC3(CCOc4ccccc43)C2=O)cc1 (stereo not given)
19) CC(C)(C)NC(=O)C(c1ccc(-c2ccccc2)cc1)N(C[C@H]1CC[C@@H]([C@@H]2CC[C@H](CO)O2)O1)C(=O)c1ccccc1F (stereo not given in full)
20) O=C(OCC(=O)N1CCN(C(=O)c2ccco2)CC1)c1cc(-c2ccccc2)nc2ccccc12
21) O=C(Nc1ccc(Br)cc1)N1CCCCC1
22) CCOc1ccccc1OCCC(=O)NNC(=O)Cn1nc(C)cc1C
23) CCNC(=O)N(C)C[C@H]1N[C@@](CC)(C(=O)OC)[C@H]2C(=O)N(C)C(=O)[C@@H]12
24) CCCCCCCCSc1nnc(CSc2nc3nc(C)cc(C)n3n2)o1

compound no.,17,18,19,20,21,22,23,24
IDH1 R132H inh,-15%,-5%,11%,0%,3%,-7%,1%[38.3 µM],4%
USP1-UAF1 inh,-5%,-20%,-26%,-10%,-2%,-25%,-34%,-11%
D2 agonist,nt,0.2,nt,-0.9,-0.3,0.0,nt,0.1
PI4K2A inh,2,4,-5,0,3,-1,-1,3
TrxR1 inh,22%[57.1 µM],15%,10%,-20%,2%[57.1 µM],10%[57.1 µM],5%,3%
TRHR enhancer,2,3,nt,5,-3,-8,nt,18
TRHR agonist,1.2,0.7,nt,-0.7,0.7,0.2,nt,-0.7
D2 antag,nt,2,nt,-6,7,-17,nt,12
TrxR1 substrate,3%[57.1 µM],-3%,1%,12%,11%[57.1 µM],5%[57.1 µM],1%,-8%

# Look-ups from the entries so far:
# compound 22 in D2 antag: -17
# compound 19 in PI4K2A inh: -5

# Remaining list, next part.
25) CSc1nc(C)c(Cl)c(C)c1C#N
26) NC(=O)COC(=O)c1cc(-c2ccco2)nc2ccccc12
27) CCc1ccc(OCC(=O)NNC(=O)c2c(CC)noc2C)cc1
28) O=C(Nn1nnnc1Nc1ccccc1)C12CC3CC(CC(C3)C1)C2

compound no.,25,26,27,28
IDH1 R132H inh,1%,13%,-5%,1%
USP1-UAF1 inh,-12%,-26%,-14%,-13%
D2 agonist,0.5,0.8,nt,0.2
PI4K2A inh,-3,-6,9,4
TrxR1 inh,-5%,79µM*,9%,2%[57.1 µM]
TRHR enhancer,1,-6,-2,0
TRHR agonist,0.2,0.6,-0.4,0.3
D2 antag,-20,-7,nt,20
TrxR1 substrate,-2%,60%[activator],2%,-4%

# Entries above with an aryl thioether with sulfur outside any ring:
1) Cc1ccc(-c2csc(/C(C#N)=C/Nc3ccccc3SC(F)(F)F)n2)cc1
3) Cc1ccc(-n2c(=S)sc3c(=O)n(-c4ccccc4C)c(SCC(=O)O)nc32)cc1C
4) O=C(CSc1nnc(-c2ccncc2)n1Cc1ccco1)Nc1ccccc1Cl
11) Cc1ccccc1N1CC(C(=O)Nc2nnc(SCc3ccccn3)s2)CC1=O (stereo not given)
16) CCc1cc(C(=O)OC)c(NC(=O)CSc2nccn2C)s1
24) CCCCCCCCSc1nnc(CSc2nc3nc(C)cc(C)n3n2)o1
25) CSc1nc(C)c(Cl)c(C)c1C#N

compound no.,1,3,4,11,16,24,25
IDH1 R132H inh,1%,0%,-9%,-8%,5%,4%,1%
USP1-UAF1 inh,-20%,-18%,-14%,-13%,-8%,-11%,-12%
D2 agonist,-0.2,-0.2,1.3,-0.1,0.5,0.1,0.5
PI4K2A inh,-1,2,6,-6,2,3,-3
TrxR1 inh,18%,5%,17%[57.1 µM],-1%,-11%,3%,-5%
TRHR enhancer,22,-10,2,2,-7,18,1
TRHR agonist,0.4,0.6,-1.6,0.1,0.1,-0.7,0.2
D2 antag,-2,4,-1,26,20,12,-20
TrxR1 substrate,3%,-10%,8%[57.1 µM],0%,-6%,-8%,-2%

# Profiles, quoted from the list. Values in the order: IDH1 R132H inh	USP1-UAF1 inh	D2 agonist	PI4K2A inh	TrxR1 inh	TRHR enhancer	TRHR agonist	D2 antag	TrxR1 substrate
# Results for COCCCN(C(=O)c1cc2c(s1)CCC2)c1c(N)n(Cc2ccccc2)c(=O)[nH]c1=O : -8%	-10%	-0.5	-5	-13%	1	-1.0	3	-10%
# Results for COc1ccccc1NC(=O)Nc1ccc(NC(=O)c2ccccc2O)cc1 : 7%	2%	-1.2	0	6%	-2	-0.6	2	-4%
